Arr AP2 block: inhibitors of human beta-arrestin and AP2 interaction; FITC-arrestin peptide / GST-AP2 beads, flow cytometry; AP2 beta2 appendage carries R879A mutation; inhibition, % at 10 µM; hit rate 0.31% among 340,000; AID 504490;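 active = inhibition above a set limit, near 3 SD of compounds lacking own fluorescence, cut at about 54% in these data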;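 note: plate controls were DMSO wells for no effect and 5 µM unlabelled arrestin peptide for full effect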
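System: GST-AP2 R879A glutathione beads; medium: PBS, Tween 20 0.05%, BSA 0.1%; reagent: fluorescein-tagged arrestin peptide at 50 nM final; schedule: pre-incubation 12 min, peptide binding 1 h, room temperature; detection: flow cytometry, FL1 (488/535 nm); read-out: inhibition as reduced fluorescein signal on beads, percent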
Pemphigus Ab inh: human desmoglein-3 autoantibody binding inhibition | binding (percent of control), % at 10 µM | DSG3-coupled beads, scFv-anti-DSG3-GFP binding, flow cytometry; stronger effect = lower value | P32926 | AID 588358 | hit rate 0.48% among 310,000;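 active = binding more than 3 SD below its plate's average and above zero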;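 note: hits lower antibody fragment binding to DSG3; some compounds called inactive have numbers as strong as hits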
PKA-R2B act: PKA-R2B complex activation; P22694+P31323; hit rate 0.079% among 340,000; AID 504700; activation, % at 11.4 µM; PKA-R2B holoenzyme dissociation, Cy5-IP20 fluorescence polarization; R2B truncated from residue 108, S112A mutant; 0% DMSO only, 100% 113 µM cGMP;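 active = activation above a cutoff set at the mean over all compounds plus 3 SD, cut at about 18% in these data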;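 note: higher means more holoenzyme dissociation and a rise in polarization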
PKA-R1A act: activates the PKA-R1A holoenzyme complex | P00514+P68181 | PKA-R1A dissociation, Cy5-IP20 fluorescence polarization; scaled: DMSO 0%, 113 µM cGMP 100% | activation, % at 11.4 µM | hit rate 0.083% among 340,000;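 active = percent activation above the mean of all tested compounds plus 3 SD, cut at about 19% in these data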;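 note: higher means more PKAc released from R1A so a rise in polarization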
HTR5A inv ctr: HTR5A inverse agonism, opioid heterodimer counter-screen; P47898; HTR5A cell line, luminescence; inhibition, % at 9.3 µM; hit rate 0.083% among 340,000; in the data active = inhibition mostly above about 23%, no sharp cut-off; inactive = mostly below about 18%;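 note: 0% = cells with DMSO and 100% = no-cell wells with DMSO; some compounds called inactive have numbers as strong as hits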
Target sequence (P47898 whole entry, looked up): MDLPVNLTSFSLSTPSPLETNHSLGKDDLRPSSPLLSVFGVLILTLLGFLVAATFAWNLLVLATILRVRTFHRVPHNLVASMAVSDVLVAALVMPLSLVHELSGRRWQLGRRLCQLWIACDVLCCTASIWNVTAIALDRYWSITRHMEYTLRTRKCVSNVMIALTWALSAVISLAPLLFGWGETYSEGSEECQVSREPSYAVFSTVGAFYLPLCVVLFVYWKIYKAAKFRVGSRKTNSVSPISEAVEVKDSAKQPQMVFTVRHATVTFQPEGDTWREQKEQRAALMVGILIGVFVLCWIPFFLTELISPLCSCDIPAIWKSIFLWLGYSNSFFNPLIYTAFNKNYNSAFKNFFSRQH
V-ATPase pH: yeast V-ATPase proton transport regulation by pHLuorin | response, % at 10 µM | hit rate 0.37% among 350,000 | S. cerevisiae, pHLuorin cytosolic pH fluorescence; in the data active = response mostly above about 7.3%, no sharp cut-off; inactive = mostly below about 5.4%; note: actives read high; inactives centre near 0; some compounds called inactive have numbers as strong as hits; reference of the scale not given here
DAGLB inh: diacylglycerol lipase beta (human) inhibition | HEK293T DAGLB membrane lysate, EnzChek fluorogenic substrate | Q8NCG7 | inhibition, % at 5.17 µM | hit rate 0.059% among 340,000; in the data active = inhibition above about 34%;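 note: 0% = enzyme with vehicle and 100% = wells lacking enzyme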
Target sequence (Q8NCG7 whole entry, looked up): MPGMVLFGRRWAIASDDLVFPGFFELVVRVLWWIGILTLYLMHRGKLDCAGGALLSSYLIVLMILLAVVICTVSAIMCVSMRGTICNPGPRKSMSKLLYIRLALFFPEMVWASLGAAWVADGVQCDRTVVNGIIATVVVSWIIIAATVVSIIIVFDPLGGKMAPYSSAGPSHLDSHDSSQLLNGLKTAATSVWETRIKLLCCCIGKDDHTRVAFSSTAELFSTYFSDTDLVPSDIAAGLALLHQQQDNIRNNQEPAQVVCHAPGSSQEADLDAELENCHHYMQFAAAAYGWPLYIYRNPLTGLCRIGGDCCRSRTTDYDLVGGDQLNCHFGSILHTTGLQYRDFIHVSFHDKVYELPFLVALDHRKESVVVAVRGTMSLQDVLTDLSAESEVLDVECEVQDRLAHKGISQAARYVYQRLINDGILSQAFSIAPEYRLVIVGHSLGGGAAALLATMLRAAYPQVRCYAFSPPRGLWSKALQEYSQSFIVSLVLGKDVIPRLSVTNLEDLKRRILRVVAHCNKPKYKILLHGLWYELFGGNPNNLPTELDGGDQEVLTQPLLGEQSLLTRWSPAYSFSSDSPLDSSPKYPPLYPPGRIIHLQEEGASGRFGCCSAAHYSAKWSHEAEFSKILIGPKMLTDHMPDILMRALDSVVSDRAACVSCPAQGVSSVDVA
MOR-DOR inv ag: inverse agonist of human OPRM1-OPRD1 heterodimerization; P35372+P41143; cell-based MOR-DOR heterodimer luminescence, inverse agonism; inhibition, % at 9.3 µM; hit rate 0.21% among 340,000; AID 504357; in the data active = inhibition above about 22%, passing the limit was not always enough;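 note: 0% = cells with DMSO and 100% = wells without cells with DMSO; values of inactives mirror those of a sister screen read the other way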
HTR5A ag ctr: activates human HTR5A in OPRM1-OPRD1 agonist counter-screen. P47898. AID 504692. activation, % at 9.3 µM. hit rate 0.61% among 340,000. HTR5A agonist assay, luminescence, cell-based; in the data active = activation mostly above about 9.5%, no sharp cut-off; inactive = mostly below about 7.6%;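 note: 0% = cells with vehicle only and 100% = reference agonist; strong numbers were not always called active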
MOR-DOR ag: OPRM1-OPRD1 heterodimerization agonism. P35372+P41143. cells, luminescence. activation, % at 9.3 µM. hit rate 0.3% among 340,000; in the data active = activation above about 18%;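 note: 0% = vehicle-treated cells and 100% = reference agonist; values of inactives mirror those of a sister screen read the other way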
* marks the source's active call; other numbers are inactive results; x = not tested or not shown; & = joins results of further samples.

smiles,Arr AP2 block,Pemphigus Ab inh,PKA-R2B act,PKA-R1A act,HTR5A inv ctr,V-ATPase pH,DAGLB inh,MOR-DOR inv ag,HTR5A ag ctr,MOR-DOR ag
CCOC(=O)C1CCCCN1Cc1ccc(F)c(Br)c1 (configuration not stated),-2.9,94.3,10.3,-4.5,-18.2,0.1,-6.9,-18.9,6.6,4.3
Cc1ccc(Nc2cc(-c3ccccc3)nc3ncnn23)cc1,35.5,x,-8.2,-3.2,22.0,0.8,0.3,1.9,5.3,-0.4
COc1cc2c(cc1OC)C(/C=C/c1ccco1)=NCC2,27.7,92.6,4.8,-2.2,-5.8,0.7,0.7,9.3,1.6,-1.8
O=S(=O)(NCC1CCCO1)c1cccc(C(F)(F)F)c1 (configuration not stated),1.4,93.9,-15.2,-3.7,3.6,-1.6,0.0,-3.3,0.8,0.6
CN(C(=O)c1ccc2c(c1)OCO2)C1(C(=O)NC2CCCCC2)CCCCC1,26.9,87.6,-3.3,-6.1,30.9,-2.5,-3.8,16.2,-0.2,-2.8
COC(=O)c1ccc(CN2CCC(CO)(Cc3ccc(OC)cc3)CC2)cc1,4.9,89.7,5.1,1.7,-33.4,9.7,-1.1,-0.8,7.0,0.1
CCn1c(CSc2nc3ccccc3n2C)nc2ccccc21,-9.2,x,-2.2,2.2,-1.2,-3.8,-0.6,13.0,-2.1,-2.1
O=C1CC(N2CCN(c3ccc(F)cc3)CC2)C(=O)N1c1ccc2c(c1)OCO2 (configuration not stated),0.9,86.2,-9.1,2.2,5.3,-2.3,2.1,-0.7,1.3,0.1
O=C1CC(c2ccccc2)CC(O)=C1C=NCc1ccco1 (configuration not stated),-0.3,102.2,-1.5,5.7,8.1,-2.5,0.9,8.4,2.6,-1.4
C=CCn1cccc(C(=O)Nc2cc(OC)cc(OC)c2)c1=O,7.5,102.3,-1.3,2.6,-9.2,-1.1,-4.1,17.2,3.4,-3.4
Cc1ccc2c(c1)[nH]c1c(=O)n(Cc3ccccn3)cnc12,24.4,x,-0.9,-5.3,-0.9,2.3,-2.7,13.4,0.9,-3.2
CCc1ccc(/C=N/NC(=O)c2cc(-c3cccc([N+](=O)[O-])c3)n[nH]2)cc1,1.9,111.9,-7.5,-0.7,-13.3,-2.3,-1.5,-3.8,-3.9,0.7
CCCc1c(C)nc(N2CCN(c3ccccc3OC)CC2)[nH]c1=O,-5.1,107.9,-7.6,-7.6,28.5,-0.1,-2.0,3.8,2.7,-0.7
Cc1ccc([N+](=O)[O-])c(NC(=O)COC(=O)CCNS(=O)(=O)c2cccs2)c1C,x,99.8,-0.1,-0.7,x,x,-2.2,x,x,x
COc1ccccc1OCC(=O)O,-7.1&0.5,114.1&101.5,-15.3&-7.8,-3.6&-5.0,13.3&9.8,-3.0&3.4,0.4&2.5,3.6&3.4,-2.8&1.2,-0.6&-0.7
O=C(Cn1cc(C(=O)C2CC2)c2ccccc21)NCC1CCCO1 (configuration not stated),-7.6,x,-3.3,3.8,-25.1,0.0,1.3,8.3,-0.8,-1.6
O=C(CSc1ccc2ccccc2n1)Nc1nsc(-c2ccc(Cl)cc2)n1,17.9,107.8,-1.1,-8.3,0.0,2.3,0.6,6.7,3.0,-1.2
COc1ccc(-c2ccc(N(C)C)cc2)cc1[C@H]1[C@H]2C=CC[C@@H](C)[C@@H]2C(=O)N1Cc1ccccc1,-4.2,98.9,2.5,-2.0,-29.0,5.8,-2.8,8.3,-1.8,-1.5
COC(=O)c1c(NC(=O)CSc2nc3ccccc3c(=O)n2-c2ccccc2)sc(C)c1C,5.1,82.3,-4.0,-2.3,9.7,0.3,0.4,25.4,2.9,-5.1
COC(=O)c1ccc(NC(=O)CSc2nnc(CNc3ccc(F)cc3)n2C)cc1,4.0,82.4,-2.6,-2.5,-7.1,2.3,-2.8,-12.0,2.7,1.9
O=C1NC(Cc2ccccc2)c2nc3cc(F)c(F)cc3c(=O)n2-c2ncccc21 (configuration not stated),x,x,3.2,-6.5,x,-0.9,0.5,x,x,x
O=C(CNC(=O)c1[nH]cnc1C(=O)NC(c1ccccc1)c1ccccc1)OCc1ccccc1,15.1,97.0,-13.7,7.2,-6.8,0.5,-1.4,-9.8,-0.7,1.8
O=C(CN1C(=O)NC2(CCCC2)C1=O)Nc1nc(-c2ccc(F)cc2)cs1,-5.5,x,-16.8,5.4,-1.5,-3.5,-2.1,9.0,0.6,-1.5
CC(=O)c1cccc(NC(=O)c2cccc(N3C(=O)c4ccccc4C3=O)c2)c1,6.2,112.6,-8.7,-15.6,-4.3,0.0,-1.8,-1.3,1.7,0.3
Fc1ccc(-c2csc(N3CCSCC3)n2)cc1,2.5,98.3,-0.8,-2.1,-14.6,1.1,-11.7,-13.4,3.0,2.8
COc1ccc(N(C(=O)c2ccncc2)S(=O)(=O)c2cccc([N+](=O)[O-])c2)cc1,-6.0,106.9,-8.7,-4.5,11.1,-0.8,-0.8,11.5,-1.9,-2.1
O=c1nc(N2CCCCC2)nc(Nc2ccccc2)[nH]1,-12.2,115.9,0.5,-9.9,2.2,7.5,-1.5,17.1,-1.1,-2.9
O=C(CSc1ncnc2ccccc12)NCC(=O)c1ccccc1,-20.7,120.3,-10.1,-9.4,-5.2,-0.6,-1.4,9.6,-1.6,-1.8
Cc1ccccc1C(=O)N1CCC2CC1c1cc(-c3ccc(F)cc3)ccc12 (configuration not stated),2.1,95.0,-7.8,-13.0,-25.8,-1.7,-8.2,0.3,7.0,-0.1
Cc1ccccc1C(=O)N1CCC(C(=O)NC2CCCC2)CC1,-3.0,x,5.8,9.2,-11.6,-0.4,-1.8,7.6,-0.8,-1.1
Cc1cc(OCC(O)CN2CCc3ccccc3C2)cc(C(C)C)c1 (configuration not stated),40.2,99.9,-4.2,0.5,-11.4,-1.7,-13.3,-24.2,3.2,5.4
Cc1nc2ccccn2c1C(=O)NN=C1C2CC3CC(C2)CC1C3,-2.0,100.8,3.7,-0.3,-1.9,-0.6,1.7,3.7,0.7,-0.7
N#Cc1c2c(nc(N)c1-c1ccccc1)CCCCC2,3.4,98.7,-3.0,4.8,15.6,-1.5,-1.9,9.8,-6.1,-1.9
CCOC(=O)CC(=O)CSc1nc2c(sc(=S)n2-c2ccc(OCC)cc2)c(=O)[nH]1,2.9,120.4,-13.5,-5.1,4.2,-1.6,18.1,10.3,5.1,-1.9
COc1cccc(C2=CC(=O)C[C@H](c3ccc(OC)c(OC)c3)C2)c1,-2.1,94.5,-17.6,-9.5,15.8,-1.1,-3.5,13.3,0.7,-2.4
COc1ccc(C(=O)NC2CCCc3ccccc32)c(OC)c1OC (configuration not stated),8.0,116.1,3.1,-0.2,1.1,4.5,-2.0,1.8,-0.4,-0.3
CCOc1ccc(N(C)c2ccc(/C=C3/SC(=S)NC3=O)cc2)cc1,36.3,154.2,2.9,-0.9,19.2,3.6,9.2,13.4,-5.2,-2.8
O=C(CSc1nc2ccccc2nc1N1CCOCC1)N1CCN(c2ccccc2)CC1,5.1,98.1,8.2,0.7,2.2,3.0,-2.4,-4.2,9.3,0.8
COc1ccccc1CCNC(=O)C1(C)CC1(Cl)Cl (configuration not stated),13.9,93.0,1.9,2.7,16.6,-0.7,-0.1,5.3,-6.8,-1.0
COc1ccc(/C=C2/Sc3ccc(C(=O)N4CCc5ccccc5C4)cc3NC2=O)cc1,12.4,80.4,-6.8,5.0,-20.2,4.8,2.0,6.0,2.0,-1.2
O=C(c1ccco1)N1CCN(C(=O)c2cccc3c2C(=O)N(Cc2cccnc2)C3)CC1,1.5,96.2,-1.7,-1.5,0.8,0.6,-3.1,12.1,-0.7,-2.2
CC(=O)NCCc1cc2ccc(C)cc2[nH]c1=O,28.7,104.5,6.9,-2.0,3.9,1.1,0.1,7.8,-1.5,-1.6
CCN(CC)C(=O)[C@H]1C[C@H](CC(=O)NCCCN(C)C)C(=O)N2CCc3c([nH]c4cc(CCC(=O)N(C)C)ccc34)[C@]12C,-5.6,110.8,-13.6,-0.3,-17.0,2.3,-0.2,13.5,5.0*,-2.8
O=C(O)COc1ccc(-c2nccc(-c3ccccn3)n2)cc1,-6.2,104.3,4.4,-1.6,1.6,0.5,0.9,2.4,-0.6,-0.5
O=C(N/N=C/c1cccc([N+](=O)[O-])c1)c1ccc(Br)cc1,6.5,94.3,-3.7,4.2,3.8,-1.0,-1.5,-37.1,-1.4,6.7
CC(=O)N1CCN(S(=O)(=O)c2ccc3c(c2)CC(=O)N3)CC1,-4.6,88.5,1.6,-6.0,5.3,2.7,-0.8,2.4,-2.2,-0.6
O=C(Cn1cc(COc2c(F)c(F)cc(F)c2F)nn1)c1ccc(O)cc1,-17.1,102.6,7.7,5.1,-9.7,2.9,1.4,29.2,2.6,-6.3
COc1cccc(-c2sc3ccc(OC)cc3c2-c2ccc(OCCN3CCOCC3)cc2)c1,-2.5,109.8,-12.4,11.5,-17.6,3.5,-6.4,-2.5,3.6,0.5
CC(C)CNC(=S)N(CCN(C)C)Cc1cc2cc3c(cc2[nH]c1=O)OCO3,-16.6,109.7,-7.1,-13.8,-10.2,-2.2,1.3,-1.6,-1.9,0.3
C/C=C/c1ccc(OCCSc2nc(C)cc(=O)[nH]2)c(OC)c1,3.4,102.7,-4.7,-15.5,-14.2,-2.5,1.7,7.0,-1.5,-1.2
COc1ccc(/C=N/Nc2nc(-c3ccc(C)cc3)c(NC(C)=O)s2)cc1,6.5,108.7,5.2,-7.0,-15.5,-1.6,-1.2,-5.6,1.6,1.1
Cc1cc(C)n(CCN(C)C(=O)c2cc(COc3c(F)cccc3F)on2)n1,-1.6,86.5,-6.1,-1.1,-2.8,2.1,1.1,15.5,-0.6,-3.1
CCN(CC)CCOC(=O)c1ccc(Cl)cc1,-0.6,105.5,-0.2,4.9,-1.9,10.3,-5.2,-9.9,3.4,1.7
Cc1cc(NC(=O)Cn2cc(C(F)(F)F)cc(Cl)c2=O)no1,19.0,101.7,3.1,6.6,26.3,-5.3,0.5,4.7,-11.0,-1.0
CCOC(=O)Cn1c(=N)n(CCOc2ccc(OC)cc2)c2ccccc21,35.5,116.0,3.5,1.6,12.5,-6.5,1.0,5.5,-1.1,-1.0
Cn1c(=O)c(/C(N)=N/OC(=O)c2ccccc2)cn(-c2ccccc2)c1=O,2.0,x,-2.9,-5.9,3.1,0.5,-1.9,-2.7,0.6,0.6
C=CCN1c2ccccc2[C@]23C[C@@H](C(=O)OC)N=C2NC(C(=O)OC)=C(C(=O)OC)[C@H]13,-3.8,105.6,-0.9,-4.4,-11.0,-2.4,-1.2,13.7,-0.3,-2.5
CC(Oc1ccc(Cl)cc1Cl)c1nc(-c2ccc(NC(=O)c3ccccn3)cc2)no1 (configuration not stated),22.2,100.2,1.6,3.4,-1.0,-6.4,0.1,3.2,2.4,-0.6
